Assay outcomes as filed in PubChem.
S1P4 antagonist – human S1P4 receptor antagonism. inhibition, % at 4.98 µM. O95977. AID 1510. S1P4-expressing cells, antagonist mode, reporter read-out. 220,000 tested, 0.26% active; in the data active means inhibition above about 29%;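 further: 0% = wells stimulated with agonist and 100% = vehicle wells without agonist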
RBBP9 inhibitor – human RBBP9 hydrolase inhibition; recombinant RBBP9, FP-Rh probe fluorescence polarization; inhibition, % at 7.94 µM; 220,000 tested, 0.2% active; AID 1515;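 active means inhibition above the campaign mean of all tested compounds plus 3 SD, cut at about 14% in these data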;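 further: plate controls were DMSO wells with RBBP9 for no effect and wells lacking RBBP9 protein for full effect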
Target sequence (O75884 whole entry, looked up): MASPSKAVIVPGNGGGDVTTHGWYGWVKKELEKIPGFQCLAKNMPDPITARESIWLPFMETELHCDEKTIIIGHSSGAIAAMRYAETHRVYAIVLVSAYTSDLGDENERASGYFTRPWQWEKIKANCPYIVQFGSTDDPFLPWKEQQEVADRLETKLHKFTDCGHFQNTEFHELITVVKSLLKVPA
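Measured by: FP readout at 525/598 nm; material: recombinant human RBBP9; also added: Serine-hydrolase probe FP-Rh, 375 nM pre-mixing; medium: Tris buffer pH 8.0, NaCl, Pluronic; replication: one well per compound; doses: one concentration, 7.94 µM nominal, 0.794% DMSO; timing: preincubation 30 min plus labeling 45 min at 25 °C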
Ba/F3 V617F tox – lowers viability of Ba/F3 cells expressing EpoR and JAK2V617F; ATP luminescence; inhibition, % at 5.6 µM; 220,000 tested, 1.1% active; AID 1446;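 active means inhibition above the campaign mean plus 3 SD over all tested compounds, cut at about 24% in these data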;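 further: cytokine-independent growth of Ba/F3 cells driven by EpoR plus mutant JAK2; 0% = DMSO-treated cells and 100% = JAK inhibitor I control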
S1P4 agonist – human S1P4 receptor agonism. O95977. S1P4-expressing cell line, agonist reporter assay. activation, % at 4.98 µM. 220,000 tested, 0.35% active; in the data active means activation above about 11%;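 further: 0% = DMSO vehicle and 100% = reference agonist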
NPY-Y1 PAM-ag – human NPY-Y1 potentiation or agonism, primary screen | NPY-Y1 expressing cells, potentiator/agonist activation | activation, % at 3.6 µM | 220,000 tested, 0.37% active; in the data active means activation above about 33%, passing the limit was not always enough;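 further: cells stimulated with NPY at EC10 then isoproterenol at EC100; 0% = low agonist plus stimulus and 100% = saturating agonist plus stimulus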
Target sequence (P25929 whole entry, looked up): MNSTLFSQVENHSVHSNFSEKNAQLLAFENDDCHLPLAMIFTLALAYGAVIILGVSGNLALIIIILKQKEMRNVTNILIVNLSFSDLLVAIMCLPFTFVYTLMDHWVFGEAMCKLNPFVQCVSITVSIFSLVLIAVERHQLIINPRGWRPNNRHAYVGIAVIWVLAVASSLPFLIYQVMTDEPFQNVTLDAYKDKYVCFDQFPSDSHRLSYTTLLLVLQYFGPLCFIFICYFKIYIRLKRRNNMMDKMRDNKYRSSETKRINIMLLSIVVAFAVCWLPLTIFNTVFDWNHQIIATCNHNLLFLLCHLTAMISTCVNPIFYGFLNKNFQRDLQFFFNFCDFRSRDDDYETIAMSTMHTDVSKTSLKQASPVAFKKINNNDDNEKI
NPY-Y1 antag – antagonists of human neuropeptide Y receptor Y1 | 200,000 tested, 1% active | inhibition, % at 3.6 µM | P25929 | AID 1040 | HEK293-CNG Y1 cells, membrane potential fluorescence; NPY at EC95, then isoproterenol;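 active means inhibition above the campaign mean inhibition of all tested compounds plus 3 SD, cut at about 20% in these data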;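 further: 0% = DMSO wells given NPY plus isoproterenol and 100% = isoproterenol alone without NPY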
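Material: HEK293 Y1/CNG channel cell line; also added: NPY (25 nM), isoproterenol (1 µM), Ro 20-1724 (25 µM); doses: one concentration, 3.6 µM, in 0.4% DMSO; schedule: compound incubation 1 h at room temperature, readout 45 min post-stimulation; technique: membrane potential fluorescence; measure: fluorescence ratio normalized to % inhibition between controls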
Runt-CBFb FRET – inhibitors of human RUNX1 Runt domain binding to CBFb | Q01196+Q13951 | Cerulean-Runt/Venus-CBFb FRET ratio 530/480, 1 h | inhibition, % at 20 µM | 220,000 tested, 0.46% active | AID 1496;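 active means inhibition over about 50% at 20 µM in the single-dose screen, limit read from the data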;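 further: 0% = DMSO wells and 100% = excess unlabeled CBFb competitor control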
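Assay system: Cerulean-Runt domain / Medium: Tris 50 mM pH 7.5, KCl, K2SO4, 0.01% BSA / Timing: protein complex preformed 1 h, compound exposure 1 h, room temperature, dark / Measured by: FRET, excitation 422 nm, emission at 530 and 480 nm / Evaluation: loss of energy transfer signal / Control set: 5 µM unlabeled CBFb as full-inhibition high control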
NPY-Y2 PAM-ag – potentiates or activates human NPY-Y2 receptor; AID 1359; activation, % at 3.6 µM; cells expressing NPY-Y2, potentiator/agonist read-out; 220,000 tested, 0.45% active; P49146; in the data active means activation above about 27%;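 further: cells stimulated with NPY near EC25 plus isoproterenol at EC100; 0% = vehicle plus submaximal agonist and 100% = vehicle plus saturating agonist; some results beyond the cut were filed as inactive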
Target sequence (P49146 whole entry, looked up): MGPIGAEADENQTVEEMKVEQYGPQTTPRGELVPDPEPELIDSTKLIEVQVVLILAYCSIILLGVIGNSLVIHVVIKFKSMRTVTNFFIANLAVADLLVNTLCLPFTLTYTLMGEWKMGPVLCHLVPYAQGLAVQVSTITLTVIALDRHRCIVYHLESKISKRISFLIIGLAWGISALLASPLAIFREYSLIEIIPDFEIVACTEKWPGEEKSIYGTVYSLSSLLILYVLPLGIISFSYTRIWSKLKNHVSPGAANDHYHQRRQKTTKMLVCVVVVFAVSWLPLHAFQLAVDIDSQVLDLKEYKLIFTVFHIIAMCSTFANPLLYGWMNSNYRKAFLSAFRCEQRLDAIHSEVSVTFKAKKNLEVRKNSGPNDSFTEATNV
BaF3 tox – parental Ba/F3 viability inhibition as JAK2V617F counter-screen; CellTiter-Glo ATP luminescence; 220,000 tested, 1.1% active; inhibition, % at 5.6 µM;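 active means inhibition above a per-campaign cutoff, the mean inhibition of all tested compounds plus 3 SD, cut at about 27% in these data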;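 further: 0% = DMSO wells and 100% = JAK Inhibitor I control wells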
Active calls of the source: *; nt = not tested or not shown.

Structure	S1P4 antagonist	RBBP9 inhibitor	Ba/F3 V617F tox	S1P4 agonist	NPY-Y1 PAM-ag	NPY-Y1 antag	Runt-CBFb FRET	NPY-Y2 PAM-ag	BaF3 tox
Cc1cc(F)c(F)c(C(=O)N2CCOCC2)c1	-27	-10	3	-2.0	-5	3	-3	4	0
CCCCC(=O)Nc1sc2c(c1C(N)=O)CCC2	-13	-6	-1	-1.1	-4	3	-2	17	3
CCOC(=O)c1[nH]c(C)c(C(=O)OCC(=O)N(C)C2CCS(=O)(=O)C2)c1C (centres undefined)	3	-4	-3	2.6	3	-2	-1	12	4
Cc1ccc(S(=O)(=O)N(C)c2ccc(OCC(=O)Nc3nnc(C4CC4)s3)cc2)cc1	-7	-2	-1	-0.5	18	-4	0	7	0
O=C(NCCN1CCOCC1)c1cc2cc([N+](=O)[O-])ccc2s1	-12	-4	6	0.7	-18	-5	1	-6	5
COc1ccc(NC(=O)C/C(C)=N/NC(=O)C(=O)NC(C)C)c(OC)c1	6	-2	-4	-0.9	7	-1	2	11	4
COc1ccc(NC(=O)c2cccc(Cn3cc(Br)cn3)c2)cn1	-6	-4	2	10	3	-4	1	-14	3
CCCCCn1c(CN2CCN(C(=O)OCC)CC2)nc2c1c(=O)n(C)c(=O)n2C	3	-8	-1	-1.9	-26	9	nt	0	7
COc1ccc(C(=O)C2CCCN(C(=O)c3noc4c3CCCC4)C2)cc1F (centres undefined)	-1	-4	-2	-2.4	-11	0	-1	-17	2
O=C(Cc1ccccc1)NCCC1=CCCCC1	12	-2	2	2.5	-3	1	-2	5	1
Cc1[nH]n(C(C)(C)C)c(=O)c1Sc1ccccc1	-19	0	-1	0.6	-4	-4	5	-5	4
CCOC(=O)C1CCN(C(=O)C2(NC(=O)Nc3ccccc3Cl)CCCCC2)CC1	-8	-5	-2	-1.0	-29	16	1	-9	4
CCOC(=O)N1CCN(C(=O)c2ccc3c(=O)n(CCc4ccccc4)c(=S)[nH]c3c2)CC1	-4	-10	-1	-1.7	6	8	2	10	0
Cc1ccc2c(c1)C(c1ccc([N+](=O)[O-])cc1)=NNC(c1ccc(Br)cc1)=N2	-30	-11	2	0.0	-2	25*	2	8	4
CCOC(=O)Cc1c(Sc2ccccc2)c2cc(C)ccc2n1C	-6	2	0	0.6	-19	6	-4	12	6
COc1ccccc1N1CCN(C(CNS(=O)(=O)c2cccs2)c2cccnc2)CC1 (centres undefined)	-15	-14	3	-0.8	-6	2	-2	4	6
COc1ccc(CCNC(=O)C(C(=O)c2ccc(F)cc2)n2ccccc2=O)cc1OC (centres undefined)	-11	7	-5	-4.1	-9	3	3	2	3
NC(=S)N/N=C\c1c2ccccc2cc2ccccc12	-16	-13	0	3.7	-4	17	0	-1	2
CCCCOC(=O)c1ccc(N2C(=O)CC(N3CCN(C/C=C/c4ccccc4)CC3)C2=O)cc1 (centres undefined)	7	-5	-3	-0.6	-16	11	-3	-14	4
CCN(CC)c1ccc(/C=C2\C(=O)c3ccc(C(=O)O)cc3C2=O)cc1	0	-10	0	1.9	13	-5	-30	4	7
CCOC(=O)C1=C(c2ccccc2)Nc2ncnn2C1c1cc(OC)ccc1OC (centres undefined)	1	3	0	-1.0	-12	3	1	-14	5
CCOC(=O)N1CCC(N(CCN(C)C)C(=S)Nc2cc(Cl)ccc2C)CC1	-24	-7	-5	2.0	12	1	-2	1	3
O=c1c2ccccc2nnn1CSc1nnc2sc3ccccc3n12	-9	1	-1	0.0	5	6	4	-10	9
CC12CCC(C(=O)Nc3ccccc3Br)(C/C1=N\O)C2(C)C (centres undefined)	-8	-2	-3	-0.2	-13	-1	0	-5	-2
Cc1ccc(S(=O)(=O)N/N=C/c2cccc3nccnc23)cc1	0	5	-2	0.7	-2	nt	0	3	2

Pulled by compound from above:
Structure	S1P4 antagonist	RBBP9 inhibitor	Ba/F3 V617F tox	S1P4 agonist	NPY-Y1 PAM-ag	NPY-Y1 antag	Runt-CBFb FRET	NPY-Y2 PAM-ag	BaF3 tox
CCOC(=O)C1CCN(C(=O)C2(NC(=O)Nc3ccccc3Cl)CCCCC2)CC1	-8	-5	-2	-1.0	-29	16	1	-9	4
CCOC(=O)C1=C(c2ccccc2)Nc2ncnn2C1c1cc(OC)ccc1OC (centres undefined)	1	3	0	-1.0	-12	3	1	-14	5

Further records follow:
Structure	S1P4 antagonist	RBBP9 inhibitor	Ba/F3 V617F tox	S1P4 agonist	NPY-Y1 PAM-ag	NPY-Y1 antag	Runt-CBFb FRET	NPY-Y2 PAM-ag	BaF3 tox
NC(=O)c1cccnc1Oc1ccccc1	7	-12	0	1.0	13	nt	0	11	0
S=C(NCc1ccccc1)N1CCN(Cc2ccc3c(c2)OCO3)CC1	2	-8	5	-0.6	-5	1	2	-16	6
O=S(=O)(c1ccccc1)c1nc(-c2ccccc2)oc1N1CCOCC1	-23	-12	4	-0.9	3	1	-2	-3	5
COc1ccccc1CN1C(=O)CN(C2CCCCCC2)C(=O)C1c1ccc(F)cc1 (centres undefined)	-2	-6	-1	2.5	-8	7	2	4	8
CCCC(=O)N1CCN(c2ccc(NC(=O)c3cccs3)cc2)CC1	-17	2	-3	0.6	6	-3	1	-3	-4
O=C(N[C@@H](Cc1ccccc1)c1nc2ccccc2[nH]1)c1cc([N+](=O)[O-])ccc1Cl	-20	-7	-1	-0.2	17	-3	-1	0	6
CC(C)OCCCNC(=O)c1cc2c(=O)n(C)c3ccccc3c2n1C	-9	-4	-2	0.8	-12	-1	-4	-4	2
CC(=O)c1c(C)[nH]c(C(=O)Nc2nc(-c3ccc(-c4ccccc4)cc3)cs2)c1C	-13	-13	1	-0.8	0	-3	-5	3	7
CN1C(c2ccc(F)cc2)=CS/C1=C(\C#N)c1nnc2n1-c1ccccc1SC2	1	-6	-5	3.1	-10	4	-3	-4	1
CC(=O)NCC(=O)N(Cc1ccco1)C1(C(=O)NC2CCCC2)CCCCC1	-21	1	-2	-2.3	6	13	-1	-9	3
Cc1cc(C)nc(-n2ncc3c2CC(C)CC3=O)n1 (centres undefined)	8	-6	-2	2.8	10	nt	1	-3	-1
O=C(C(Sc1ccccc1)c1ccccc1)N1CCN(c2ccccc2)CC1 (centres undefined)	-10	-15	-1	-0.6	-3	12	2	0	2
CCCCn1c(CN2CCN(C)CC2)nc2ccccc21	-12	1	3	-0.7	9	6	-1	9	1
Cc1ccc(NC(=O)c2cc(-c3ccc(F)cc3)on2)cc1C	-14	-3	0	-1.1	3	6	1	11	7
COc1cc(/C=c2\sc3n(c2=O)C(c2ccccc2)C(c2ccccc2)=NN=3)ccc1O (centres undefined)	-2	-7	0	1.1	6	2	-19	-22	5
CN(C)c1ccc(C(=O)/C=C/c2ccc(Br)cc2)cc1	-18	-1	-5	-0.8	7	1	-30	7	3
Nc1ccc(-c2nc3ccc(-c4nc5ccccc5o4)cc3[nH]2)cc1	-5	2	0	1.2	-10	-3	0	-14	7
COC(=O)COc1cccc2c(=O)n(CC(=O)N3CCCCC3)ccc12	-5	-3	-2	-1.0	17	nt	-3	11	-1
O=C(Nc1cccc(S(=O)(=O)NC2=NCCC2)c1)c1cc(-c2ccco2)nc2ccccc12	6	-8	0	0.3	-5	nt	9	-3	2
Cn1cc(CN2C[C@]3(C)C[C@H]2CC(C)(C)C3)c(-c2ccc3c(c2)OCCO3)n1	4	5	-1	-0.1	-3	1	3	-7	6
Cn1c(=O)oc2cc(S(=O)(=O)Nc3ccccc3)ccc21	14	-2	-2	-0.4	-7	-6	1	2	4
COC(=O)c1ccccc1NC(=S)NC(=O)c1ccccc1C	1	-6	1	-0.1	-17	8	2	-28	3
NNc1nc2c(F)cc(F)cc2s1	-29	-8	3	1.6	-3	7	2	7	5
COc1ccc(C2c3ccc(O)cc3Oc3ncn4nc(-c5cccnc5)nc4c32)cc1OC (centres undefined)	-20	-14	9	0.9	-11	nt	6	-14	2
Cc1cc(C)n2c(SCc3ccc(Br)cc3)nnc2n1	7	-5	4	-0.2	-12	nt	0	-57	2
COc1ccc(CN2CCN(C)CC2)cc1OCc1ccccc1	-26	-2	-2	1.3	-29	-2	0	-8	2
Cc1ccccc1NC(=O)CN(c1ccc(F)cc1)S(C)(=O)=O	2	-7	-1	2.6	4	4	-1	0	6
CCOC(=O)N1CCN(C(=O)CN2C(=O)COc3ccc(C(C)(C)C)cc32)CC1	4	-4	2	1.5	8	-4	-5	-12	7
COc1ccc2c(C)cc(=O)[nH]c2c1	-15	6	-2	-2.6	4	-2	1	-3	4
Clc1ccc2c(N/N=C/c3cccnc3)ccnc2c1	-28	-9	1	0.6	-9	-3	0	4	6
Cc1nc2ccc(NC(=O)COc3ccccc3)cc2s1	0	-6	-4	2.1	14	3	0	-2	7
COc1ccc(C2CC(=O)C(C3NCCc4ccccc43)=C(O)C2n2cncn2)cc1 (centres undefined)	-14	-5	0	1.6	2	-1	-2	3	5
COc1cccc(/C=C(\C#N)C(=O)NC2CCS(=O)(=O)C2)c1 (centres undefined)	0	-3	2	-2.6	-3	0	2	3	6
O=C1c2ccccc2C(Nc2ccc(S(=O)(=O)N3CCOCC3)cc2)N1Cc1ccco1 (centres undefined)	-15	6	-1	-0.3	6	-2	2	3	5
Cc1nn(-c2ccccc2)nc1CNC(=O)c1ncoc1-c1ccccc1	-6	-6	-1	1.5	9	nt	0	-3	-3
S=c1[nH]nc(-c2ccccc2)n1C1C=CCCC1 (centres undefined)	-4	0	-3	-0.4	24	1	6	1	7
CC(=O)N(C)c1ccc(NC(=S)Nc2ccccc2)cc1	-4	3	-2	-1.1	20	2	2	11	3
COc1ccc(N2C(=O)C(OC(C)=O)C2c2ccc(C)cc2)cc1 (centres undefined)	-8	-9	2	-0.6	-3	3	-3	-1	5
Cc1cc(O)c(-c2ccno2)cc1Cl	-14	1	-2	4.5	7	0	-1	8	1
O=C(Nc1ccc(OCC(F)(F)C(F)F)c(C(F)(F)F)c1)c1ccccc1O	-3	-19	48*	2.7	41	6	0	61*	87*
CNc1ccc(Br)cc1C(O)c1ccccc1 (centres undefined)	-7	5	-1	0.6	-3	nt	3	-18	-2
CC(=O)Nc1ccc(S(=O)(=O)NC2(C(F)(F)F)C(=O)Nc3c2c(=O)n(C)c(=O)n3C)cc1 (centres undefined)	-7	-7	-1	1.4	17	8	3	1	6
Cc1ccccc1NC(=O)c1cnc(Nc2nc3ccccc3s2)nc1C	-3	-6	-1	-3.5	10	2	1	-13	3
CC(/C=C1\N=C(SCc2ccccc2)SC1=O)=C\c1ccccc1	-12	1	-5	-0.1	6	-2	1	2	4
CCOC(=O)C1=C(C)OC(N)=C(C#N)C1c1cccs1 (centres undefined)	-10	0	-1	0.7	4	1	2	-5	0
